# Screening data: PubChem, several laboratories
# BH1578 lux ind: inducers of Vibrio cholerae quorum light production without autoinducers, primary screen, BH1578 luxS cqsA deficient, single point; V. cholerae BH1578 lux reporter, luminescence, 6 h; activation, % at 18.7 µM; actives 0.16% (n = 350,000); in the data active = activation mostly above about 9.7%, no sharp cut-off; also: not every result past the cut was called active; inactives centre near 0; reference of the scale not given here
# GDH-TPI counter: GDH-TPI coupling enzyme inhibitors, primary screen, artefact control for M. tuberculosis FBA inhibitor project, biochemical, absorbance, full deck; GDH-TPI coupled enzyme counterscreen, NADH absorbance; inhibition, % at 4.8 µM; actives 1.2% (n = 360,000); AID 588335, 2011; in the data active = inhibition above about 30%;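 also: 0% = DMSO wells and 100% = wells lacking the enzyme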
# FBA Mtb inh: Mtb FBA enzyme inhibitors, primary screen, biochemical, fluorescence, strain H37Rv; Fructose-bisphosphate aldolase (Mycobacterium tuberculosis (strain ATCC 25618 / H37Rv)), …; purified M. tuberculosis FBA, fluorescence read-out; inhibition, % at 1 µM; actives 2.3% (n = 360,000); AID 588726, 2011; in the data active = inhibition above about 27%;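 also: 0% = vehicle and 100% = reference inhibitor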
# DUSP3 inh: VHR1 phosphatase inhibitors, primary screen, biochemical, absorbance, uHTS; Dual specificity protein phosphatase 3 (Homo sapiens), P51452; recombinant VHR phosphatase, pNPP absorbance; inhibition, % at 13.3 µM; actives 0.52% (n = 290,000); AID 1654, 2009; in the data active = inhibition above about 50%; also: some compounds called inactive have numbers as strong as hits
# UGM FP inh: M. tuberculosis UGM enzyme inhibitors, primary screen, biochemical, fluorescence polarization, single point | UDP-galactopyranose mutase (Mycobacterium tuberculosis (strain ATCC 25618 / H37Rv)), … | actives 0.06% (n = 320,000) | inhibition, % at 10 µM | purified UGM, fluorescence polarization probe displacement; in the data active = inhibition above about 10%, passing the limit was not always enough
# Target sequence (P9WIQ1 whole entry, looked up): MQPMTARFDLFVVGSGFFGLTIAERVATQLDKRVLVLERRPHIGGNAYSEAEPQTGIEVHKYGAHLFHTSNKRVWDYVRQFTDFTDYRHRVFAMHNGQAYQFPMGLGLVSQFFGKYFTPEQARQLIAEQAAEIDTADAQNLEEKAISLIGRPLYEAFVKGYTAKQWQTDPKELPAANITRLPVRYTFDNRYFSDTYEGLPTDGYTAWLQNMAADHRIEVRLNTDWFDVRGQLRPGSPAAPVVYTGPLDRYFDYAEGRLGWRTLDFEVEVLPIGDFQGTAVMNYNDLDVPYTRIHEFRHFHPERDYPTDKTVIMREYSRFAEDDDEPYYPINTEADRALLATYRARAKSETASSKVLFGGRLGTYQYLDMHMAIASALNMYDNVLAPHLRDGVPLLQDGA
# SSB-PriA inh: inhibitors of Klebsiella pneumoniae PriA binding to SSB C-terminal tail, primary screen, biochemical, AlphaScreen; PriA–SSB C-terminal tail interaction (Klebsiella pneumoniae); AlphaScreen SSBct-PriA binding, biotinylated peptide; inhibition, % at 33 µM; actives 0.6% (n = 430,000); in the data active = inhibition mostly above about 37%, no sharp cut-off; inactive = mostly below about 20%;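 also: plate controls were negative control peptide for no effect and reference peptide for full effect; strong numbers were not always called active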
# Rv3671c inh: Rv3671c serine protease inhibitors, primary screen, biochemical, fluorescence polarization, M. tuberculosis H37Rv; actives 0.048% (n = 320,000); P9WHR9; inhibition, % at 5.96 µM; in the data active = inhibition above about 38%;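 also: extracellular domain of Rv3671c used as enzyme; 0% = enzyme with DMSO and 100% = no enzyme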
# Target sequence (P9WHR9 whole entry, looked up, the tested form may be a part): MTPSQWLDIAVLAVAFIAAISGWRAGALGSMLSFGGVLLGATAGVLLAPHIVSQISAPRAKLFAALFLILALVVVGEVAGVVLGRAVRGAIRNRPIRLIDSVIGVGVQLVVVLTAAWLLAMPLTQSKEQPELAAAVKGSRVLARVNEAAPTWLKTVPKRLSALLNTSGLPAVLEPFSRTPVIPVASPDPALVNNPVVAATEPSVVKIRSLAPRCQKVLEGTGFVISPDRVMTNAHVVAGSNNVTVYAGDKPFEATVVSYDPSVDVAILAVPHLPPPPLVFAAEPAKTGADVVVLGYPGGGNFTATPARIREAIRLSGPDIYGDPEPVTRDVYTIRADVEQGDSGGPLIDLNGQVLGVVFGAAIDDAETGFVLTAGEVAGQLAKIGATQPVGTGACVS
# Mtb BioA inh: M. tuberculosis BioA enzyme inhibitors, primary screen, biochemical, plate reader, single point, HTS; AID 602481, 2012; actives 0.096% (n = 360,000); purified M. tuberculosis BioA enzyme; inhibition, % at 9.99 µM; in the data active = inhibition above about 40%
# MazF activator: activators of E. coli MazEF toxin-antitoxin RNase, primary screen, biochemical, fluorescence, uHTS; FAM/BHQ RNA-DNA oligo cleavage fluorescence, 5 h; activation, % at 20 µM; actives 0.32% (n = 350,000); in the data active = activation above about 50%
# Target sequence (P0AE70 whole entry, looked up): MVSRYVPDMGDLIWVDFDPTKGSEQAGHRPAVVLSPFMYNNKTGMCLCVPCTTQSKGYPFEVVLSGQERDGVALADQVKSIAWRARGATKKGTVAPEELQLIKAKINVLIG
# 3CLpro inhibitor: SARS-CoV 3CLpro protease inhibitors, primary screen, biochemical, quenched FRET. Replicase polyprotein 1ab (Severe acute respiratory syndrome coronavirus), P0C6X7. recombinant SARS-CoV 3CLpro, quenched FRET peptide cleavage. inhibition, % at 6 µM. actives 0.14% (n = 290,000). AID 1706, 2009; in the data active = inhibition above about 12%
# * hit, by the source's call; i = inactive; · = no result given; & = joins results of further samples.
compound	Rv3671c inh	3CLpro inhibitor	DUSP3 inh	GDH-TPI counter	UGM FP inh	BH1578 lux ind	MazF activator	SSB-PriA inh	Mtb BioA inh	FBA Mtb inh
Cc1ccc(-c2c(C(=O)N/N=C/c3sccc3C)nnn2-c2nonc2N)cc1	-3	-2	10	24	-0.2	-0.4	1	·	-1.3	-5
COc1ccc(-c2noc(Cn3cc(S(=O)(=O)N4CCCC4)ccc3=O)n2)cc1	-5	·	·	-2	2.3	1.3	-1	3	0.4	1
Cc1ccc(-n2c(=O)[nH]c3c(C(N)=O)nc(-c4ccc(C)o4)nc32)cc1	-35	0	4	13	0.9	-0.5	48	-9	-0.8	8
O=C(NC1CCCCC1)c1cnn2c(C(F)(F)F)cc(-c3ccco3)nc12	-13	3	-1	19	0.7	-0.4	10	-9	-0.9	5
COCCNc1nnc(SCC(=O)NNC(=O)c2ccccc2)s1	3	1	6	-7	-0.1	0.1	1	-4	·	3
Cc1csc(NC(=O)CN2C(=O)c3ccccc3C2=O)c1C(N)=O	-2	-2	21	5	0.7	-0.6	0	-20	-0.9	-1
O=C(Nc1nccs1)c1ccc2ccccc2c1	-10	2	13	0	-0.4	i	9	-3	0.5	-1
Cc1cc(NC(=O)c2nn(C)c(C)c2Br)no1	-1	-2	5	-4	-0.8	i	-1	-41	-0.8	0
CNCCCOc1cc(C)cc(C)c1C	7	-5	12	12	0.2	-0.3	2	6	-0.4	1
Nc1o[nH]c(=O)c1Cc1ccccc1	·	1	4	-3	·	0.8	-5	5	-0.9	0
CN(C)S(=O)(=O)c1c(Cl)cccc1Cl	-12	-3	14	12	1.7	-0.1	11	-17	0.0	3
COC(=O)CCCCCN1C(=O)NC(c2ccc(-c3ccccc3)cc2)C(C(=O)OCc2ccccc2)=C1C (centres undefined)	3	5	5	·	3.4	·	6	5	·	·
CCC(CC)C1C(C#N)=C(N)Oc2c1c(=O)oc1ccccc21 (centres undefined)	-6	3	16	0	-0.9	4.2	10	3	0.9	8
CCOc1ccc(OCC)c(NC(=O)CN2CCN(c3cccc(C)c3C)CC2)c1	-5	-6	18	-3	1.2	-0.3	-3	-4	1.3	0
CC(C)NC(=O)C1(C)CCCCCN1C(=O)c1ccc(-c2ccccc2)cc1 (centres undefined)	·	·	·	-4	·	i	·	·	-1.0	-2
Cc1nnc(SCCn2c(N3CCCC(C)C3)nc3c2c(=O)[nH]c(=O)n3C)s1 (centres undefined)	4	2	18	1	-0.4	-0.2	1	-14	1.8	3
CC1=CC(=O)C(C(C)C)=C/C1=C(\c1cc(C(C)C)c(OP(=O)(O)O)cc1C)c1ccccc1C(=O)O	-8	-3	16	8	3.2	i	-2	4	0.8	0
COc1cc(CNC(=O)CCCC/C=C\C(C)C)ccc1O	9	4	7	·	1.2	·	·	·	·	·
CNc1nc(NCc2cccc(OC)c2)c2sccc2n1	·	·	·	11	·	-3.3	·	·	1.5	4
CC1CCN(c2nc3c(c(=O)n(C)c(=O)n3C)n2CCSc2ncccn2)CC1	6	·	13	3	-0.1	-1.1	3	6	-0.2	4
O=C(CN(C(=O)c1csnn1)c1ccccc1F)NCc1ccc2c(c1)OCO2	0	-1	30	4	-2.1	-2.2	3	-1	1.9	-1
CCCCOP(=O)(OCCCC)C1(NS(=O)(=O)c2ccccc2)C=CC(=O)c2ccccc21 (centres undefined)	0	7	22	14	0.3	i	12	1	0.6	-1
COc1ccc(N(CCCN2C(=O)c3cccc4cccc(c34)C2=O)C(=O)c2cccnc2)cc1	2	0	-9	10	1.7	-0.5	0	-7	·	3
CCOc1c(S(=O)(=O)N2CCCC2)ccc(Cl)c1Cl	9	2	8	0	0.1	-0.9	0	-13	-4.7	-2
O=C(Nc1nccs1)c1ccc(Cl)cc1[N+](=O)[O-]	1	-4	32	13	-0.7	i	-13	4	0.0	4
COc1ccc(OC)c(NC(=O)CCNC(=O)Cn2cnc3ccccc3c2=O)c1	2	8	5	0	-0.2	i	17	-4	·	1
O=C(NC1CC1)c1cc2c(s1)CS(=O)(=O)C2	0	5	-9	3	0.4	-6.7	4	-4	-0.9	-3
COc1ccc([N+](=O)[O-])cc1NC(=O)c1cn(-c2ccc(C)c(C)c2)c(=O)c2ccccc12	8	0	-7	7	1.9	-0.3	-6	-17	-1.2	0
COc1ccccc1C(=O)Nc1ccc2c(C)cc(=O)oc2c1	-1	-2	-8	21	-0.4	i	-23	-7	4.2	3
O=C(Nc1nnc(Cc2ccc(Cl)cc2)s1)c1ccco1	-13	3	-21	7	2.1	i	10	4	0.1	-1
CC1(c2nnc(-c3cccc(Cl)c3)o2)CC(c2cccc(F)c2)=NO1 (centres undefined)	-1	·	·	3	2.3	i	1	-26	-0.3	-2
CC(=O)N1c2c(cc(Br)cc2S(=O)(=O)NCc2ccc3c(c2)OCO3)CC1C (centres undefined)	-15	1	-6	-4	1.6	i	2	3	·	-2
COc1ccccc1N1CCN(C(=O)c2noc(C)c2[N+](=O)[O-])CC1	1	-2	-15	11	-2.2	i	-24	8	-0.6	-1
Cc1ccc(S(=O)(=O)CCc2ccccn2)cc1	5	-2	-1	-1	0.5	i	6	18	0.1	5
CSc1n[nH]c(NC2=CC(=O)CCC2)n1	-4	-4	16	10	-0.4	-0.2	-8	-7	0.2	2
Cc1cc(C(F)F)n2ncc(C(=O)N3CCc4ccccc4C3)c2n1	-11	-5	11	6	1.6	0.7	11	-1	5.7	-1
CC1CCCC(C)N1NC(=O)c1cccc(S(=O)(=O)N2CCc3ccccc32)c1 (centres undefined)	-2	-5	33	-4	0.8	0.4	10	-1	·	7
O=C(Oc1ccccc1N1C(=O)C2CCCCC2C1=O)c1ccccc1 (centres undefined)	2	-3	26	1	0.1	-0.3	10	-7	-0.4	3
Cc1ccc(OCCCC(=O)Nc2ccc(S(=O)(=O)N3CCOCC3)cc2)cc1	-6	·	·	-2	-4.5	i	5	-12	1.6	1
O=C(NCCc1ccccc1)C1CCCN(S(=O)(=O)c2cccc3nonc23)C1 (centres undefined)	-4	-3	-8	3	1.7	i	-10	-3	-1.2	0
COc1ccc(-c2nnc(SCC(=O)NCC3CCCO3)o2)cc1 (centres undefined)	-1	-4	27	-1	0.1	1.2	1	8	1.4	1
C[C@H](CO)N1C[C@H](C)[C@@H](CN(C)Cc2ccncc2)Oc2c(NC(=O)C3CCCCC3)cccc2C1=O	-2	·	·	8	2.4	1.2	2	1	0.3&-2.9	0
COc1cccc(-c2nnc(SCCC(=O)O)n2C)c1	4	5	-5	2	1.8	-0.2	2	4	-0.2	1
FC(F)(F)c1cc(-c2ccco2)nc(NCc2ccco2)n1	-1	0	22	11	1.2	-0.2	-3	-3	-0.2	7
Nc1nc(-c2ccc(Oc3ccccc3)cc2)cs1	12	-1	33	1	2.5	1.0	3	7&0	-0.8	-1
CCN(C[C@H]1N[C@@](CC)(C(=O)OC)[C@H]2C(=O)N(Cc3ccccc3)C(=O)[C@@H]12)C(C)=O	4	·	·	11	·	2.0	3	-13	-1.0	0
O=C(c1ccccc1NS(=O)(=O)c1cccc([N+](=O)[O-])c1)N1CCCC1	-1	-4	8	0	2.6	i	0	1	0.3	0
COCC(=O)N1CCC(Oc2ccc(C(=O)NC3CCOC(C)(C)C3)cc2)CC1 (centres undefined)	1	0	6	7	2.0	-0.8	3	-10	-1.5	1
Cn1cnnc1SCC(=O)Nc1sc2c(c1C(N)=O)CCC2	0	5	29	3	0.1	-5.3	-5	2	-0.2	2
Cc1ccc(-n2ncc3c(NCCCN4CCCC4=O)ncnc32)c(C)c1	5	0	40	3	-1.5	-0.3	-3	0	·	2
COc1ccc(-n2ncc3c2CC(C)(C)CC3NC(=O)c2ocnc2C)cc1 (centres undefined)	-3	1	10	-8	0.0	0.8	7	-6	13	0
CCCCn1c(=O)c(C(=O)NCc2ccccc2OC)c(O)c2ccccc21	-2	1	-4	10	-1.1	i	-3	-3	-0.5	0
CCOC(=O)C1C(C(=O)OC)=C(C(=O)OC)c2ccccc2N1S(=O)(=O)C(F)(F)F (centres undefined)	·	·	·	-13	·	0.8	10	-7	-0.2	2
COCc1cc(=O)n2[nH]c(-c3cccc(Br)c3)cc2n1	4	-6	10	-5	1.4	-0.4	-2	6	8.7	9
COC(=O)N/N=C(\C)c1ccc(OC(F)F)cc1OC(F)F	5	1	33	2	-1.3	-0.3	8	·	·	-1
CC(C)CNS(=O)(=O)c1ccc(S(=O)(=O)N2CCCN(Cc3ccccc3)C2)cc1	8	-3	3	9	-2.9	i	-7	-1	·	-2
C/C(=N\Nc1ccc([N+](=O)[O-])cc1)c1ccc(N)cc1	3	-1	-6	16	-3.5	i	11	·	-2.7	-6
C=CCNC(=S)N1CCc2c([nH]c3ccccc23)C1C (centres undefined)	-8	5	-7	7	·	11	7	-1	0.9	0
Cn1c(SCCOc2ccccc2Cl)nnc1-c1ccncc1	-6	4	-4	10	-1.4	-0.4	-2	-2	1.7	-1
CNc1nc(SCC(=O)OC)nc(N2CCOCC2)n1	-2	3	5	6	6.2	0.0	0	-9	1.4	1
C=C1[C@H]2O[C@H]2[C@@H](OC(C)=O)[C@@]2(C)[C@@H](OC(C)=O)C[C@@H](OC(C)=O)[C@@](C)(O)[C@@H]2[C@@H](OC(C)=O)[C@@]2(O)[C@@H](C)C(=O)O[C@H]2[C@H]1Cl	·	·	·	-9	·	i	-1	-10	1.4	-1
CC(=O)N1CCc2ccccc2C1CC(=O)O (centres undefined)	2	3	15	-4	-2.0	i	-8	2&-8	·	0
Cc1ccc(NC(=O)CCc2nc3sc4c(c3c(=O)[nH]2)CCCC4)c(Br)c1	-8	·	·	-3	1.5	i	-21	-3	-0.6	-1

# Molecules from the list above containing a COOH group (3):
compound	Rv3671c inh	3CLpro inhibitor	DUSP3 inh	GDH-TPI counter	UGM FP inh	BH1578 lux ind	MazF activator	SSB-PriA inh	Mtb BioA inh	FBA Mtb inh
CC1=CC(=O)C(C(C)C)=C/C1=C(\c1cc(C(C)C)c(OP(=O)(O)O)cc1C)c1ccccc1C(=O)O	-8	-3	16	8	3.2	i	-2	4	0.8	0
COc1cccc(-c2nnc(SCCC(=O)O)n2C)c1	4	5	-5	2	1.8	-0.2	2	4	-0.2	1
CC(=O)N1CCc2ccccc2C1CC(=O)O (centres undefined)	2	3	15	-4	-2.0	i	-8	2&-8	·	0

# Three structures already listed, sorted by number of heavy atoms, ascending.
compound	Rv3671c inh	3CLpro inhibitor	DUSP3 inh	GDH-TPI counter	UGM FP inh	BH1578 lux ind	MazF activator	SSB-PriA inh	Mtb BioA inh	FBA Mtb inh
COCc1cc(=O)n2[nH]c(-c3cccc(Br)c3)cc2n1	4	-6	10	-5	1.4	-0.4	-2	6	8.7	9
COc1ccccc1N1CCN(C(=O)c2noc(C)c2[N+](=O)[O-])CC1	1	-2	-15	11	-2.2	i	-24	8	-0.6	-1
O=C(Oc1ccccc1N1C(=O)C2CCCCC2C1=O)c1ccccc1 (centres undefined)	2	-3	26	1	0.1	-0.3	10	-7	-0.4	3

# Some of the compounds tested; rates above refer to the full screens.
